HP1b chromo inh: blocks HP1-beta chromodomain binding to methylated histone tails; Potency, µM (highest dose often 114 µM), without a hit: at the highest dose activity change, negative = inhibition, most hits filed as inhibitors; 390,000 tested, 0.56% active; AlphaScreen HP1-beta / biotin-H3K9me3 peptide binding; AID 540317; P83916; note: nearly all actives have a fitted effect of over 70% in size; inactives centre near 23
Target sequence (P83916 whole entry, looked up): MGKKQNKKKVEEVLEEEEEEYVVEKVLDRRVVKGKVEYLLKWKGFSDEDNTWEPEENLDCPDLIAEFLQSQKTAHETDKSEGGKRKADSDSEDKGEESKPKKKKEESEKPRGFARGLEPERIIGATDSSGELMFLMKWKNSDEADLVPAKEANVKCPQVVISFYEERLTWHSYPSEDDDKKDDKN
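Compound inhibition of the preformed complex between 50 nM HP1-beta and 50 nM biotinylated H3K9me3 peptide was read by AlphaScreen. Buffer was PBS pH 7.4 with 0.01% Tween-20. Incubations ran 30 min at room temperature, with 10 ug/mL donor/acceptor beads.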
G9a inh: blocks human histone lysine methyltransferase G9a; Q96KQ7; G9a H3K9 monomethylation, AlphaScreen, 2 h; Potency, µM (series often up to 102 µM), without a hit: top-dose activity, negative = inhibition, hits mostly inhibitors; 350,000 tested, 8.8% active; AID 504332; note: % is set by controls: 0 for no effect and ±100 for the full control effect; nearly all actives have a fitted effect of over 75% in size
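Chemiluminescent proximity detection of H3K9 monomethylation, read after 10 min bead incubation in the dark. Reaction: 20 nM G9a, 500 nM biotin-H3K9 peptide, 20 uM SAM cofactor, 2 h, room temperature, following 15 min enzyme-compound preincubation.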
JMJD2A Tudor inh: blocks the human JMJD2A Tudor domain; O75164; AlphaScreen JMJD2A-Tudor / H3K4me3 peptide binding; Potency, µM (titrated, usually from 114 µM), for inactives: at the top dose activity change, negative = inhibition, hits mostly inhibitors; 390,000 tested, 4.4% active; AID 504339; note: % is set by controls: 0 for no effect and ±100 for the full control effect; nearly all actives have a fitted effect of over 50% in size
Pin1 inh: inhibitors of human Pin1 | Pin1 FP peptide displacement, HiFluor488, 10 min | AID 504891 | Q13526 | Potency, µM (series often up to 115 µM), inactives show top-dose activity, negative = inhibition, usual class: inhibitors | 390,000 tested, 0.009% active; active = well fitted inhibition curve with a large enough effect in the polarisation, with a control signal flat, not every such curve was filed as active; inconclusive = small, poorly fitted or top-dose-only effect, or effect the other way, or a change in a side signal; inactive = no such curve, though single readings can be large or run the other way; the % refers to the polarisation; note: % is set by controls: 0 for no effect and ±100 for the full control effect
Target sequence (Q13526 whole entry, looked up): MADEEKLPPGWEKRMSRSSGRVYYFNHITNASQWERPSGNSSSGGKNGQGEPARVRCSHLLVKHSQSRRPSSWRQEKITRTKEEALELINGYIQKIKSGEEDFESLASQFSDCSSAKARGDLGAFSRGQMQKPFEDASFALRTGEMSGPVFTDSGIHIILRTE
BLM inh: inhibitors of human Bloom syndrome helicase BLM; P54132; recombinant BLM DNA unwinding, fluorescence dequenching; Potency, µM (series often up to 56.1 µM), without a hit: at the highest dose activity change, negative = inhibition, most hits filed as inhibitors; 350,000 tested, 0.2% active; AID 2528;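 note: plate controls were vehicle for no effect and no enzyme for full effect; nearly all actives have a fitted effect of over 35% in size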
GLS inh: inhibitors of human glutaminase (GLS); GLS enzymatic activity, qHTS titration; Potency, µM (doses to about 45.5 µM), without a hit: at the top dose activity change, negative = inhibition, usual class: inhibitors; 410,000 tested, 0.21% active; AID 624170; note: % is set by controls: 0 for no effect and ±100 for the full control effect
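hKGA; 45 mM KH2PO4 pH 8.2 + 0.02% Tween-20; cpd via pin tool; 1 mM Gln soln; GluOx/HRP/Amplex Red; RT 30 min; fluor. t0 & final.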
Pol iota inh: blocks human DNA polymerase iota activity; 390,000 tested, 1% active; Pol iota fluorescent replication assay, 10 min; Potency, µM (titrated, usually from 115 µM), inactives show top-dose activity, negative = inhibition, most hits filed as inhibitors; Q9UNA4; AID 588590
Target sequence (Q9UNA4 whole entry, looked up): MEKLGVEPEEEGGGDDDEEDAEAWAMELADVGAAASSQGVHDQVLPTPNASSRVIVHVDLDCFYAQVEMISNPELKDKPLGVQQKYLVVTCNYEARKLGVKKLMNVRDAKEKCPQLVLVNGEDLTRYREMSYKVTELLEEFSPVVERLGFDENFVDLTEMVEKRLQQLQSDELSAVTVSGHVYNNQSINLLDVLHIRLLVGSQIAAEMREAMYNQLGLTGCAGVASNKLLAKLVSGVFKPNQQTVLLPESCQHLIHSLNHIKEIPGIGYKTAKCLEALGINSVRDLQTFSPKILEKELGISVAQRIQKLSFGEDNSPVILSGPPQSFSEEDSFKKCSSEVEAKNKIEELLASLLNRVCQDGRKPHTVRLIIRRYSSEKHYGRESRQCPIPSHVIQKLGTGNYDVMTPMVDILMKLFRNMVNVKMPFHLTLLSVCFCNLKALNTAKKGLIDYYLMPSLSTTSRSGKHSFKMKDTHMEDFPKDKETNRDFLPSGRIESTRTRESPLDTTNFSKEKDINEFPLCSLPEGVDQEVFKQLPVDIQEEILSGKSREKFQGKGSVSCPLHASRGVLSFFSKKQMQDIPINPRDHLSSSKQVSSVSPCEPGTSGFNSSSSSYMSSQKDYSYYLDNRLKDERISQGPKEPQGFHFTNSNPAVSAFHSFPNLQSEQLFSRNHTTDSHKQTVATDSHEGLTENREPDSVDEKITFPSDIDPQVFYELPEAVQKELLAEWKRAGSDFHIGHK
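Pol iota at 10 nM preincubated 15 min with compounds at room temperature; reaction started with fluorescent substrate, 50 nM final. Fluorescence read kinetically at 0 and 10 min; buffer-only wells as negative control.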
PGK inhibitor: T. brucei PGK inhibition; P07378; PGK/GAPDH coupled, Kinase-Glo luminescence, 60 min; Potency, µM (doses to about 57.5 µM), without a hit: top-dose activity change, negative = inhibition, most hits filed as inhibitors; 380,000 tested, 0.043% active; note: % is set by controls: 0 for no effect and ±100 for the full control effect; nearly all actives have a fitted effect of over 60% in size
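Recombinant glycosomal PGK reaction used 1,3-bisphosphoglycerate generated in-well by GAPDH (100nM final) in 100mM TEA pH 7.6, 5mM MgCl2, 0.01% Tween-20. After 60 minutes at room temperature, ATP was read by Kinase-Glo Plus luminescence end-point.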
BAZ2B inh: blocks human BAZ2B. Q9UIF8. AlphaScreen BAZ2B-H3K14Ac peptide displacement. Potency, µM (series often up to 114 µM), inactives show top-dose activity change, negative = inhibition, most hits filed as inhibitors. 360,000 tested, 4.4% active. AID 504333; note: % is set by controls: 0 for no effect and ±100 for the full control effect; nearly all actives have a fitted effect of over 60% in size
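Compounds, titrated to a top concentration of 110 uM, were incubated 30 min at room temperature with preformed BAZ2B/acetyl-K14 H3 peptide complex (50 nM each). Proximity signal was measured by AlphaScreen after 20 min with beads.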
* marks the source's active call; other numbers are inactive results; i = inactive; ? = inconclusive; · = no result given; & = joins results of further samples; [ ] = remark or other dose. Unless noted, calls come from the whole dose curve; as a rule, active = well fitted curve in the direction sought with a large enough effect; inconclusive = small, poorly fitted or top-dose-only effect, or another doubt; inactive = no such curve, though single readings can be large; an effect the other way counts as inactive or inconclusive. Potency is the fitted concentration of half-maximal effect. Some of the compounds tested. The share of hits here may be higher or lower than overall.

SMILES	HP1b chromo inh	G9a inh	JMJD2A Tudor inh	Pin1 inh	BLM inh	GLS inh	Pol iota inh	PGK inhibitor	BAZ2B inh
Nc1c(Cl)ncnc1N/N=C/c1ccncc1	32%	45µM*	1%	46%[activator]	-2%	0%	23%	-2%	-9%
COCCCNC(=S)Nc1ccc2c(c1)OCCO2	30%	12%[59 µM]	-10%	-3%	4%	22%	15%	-11%	8%
O=C(OCCN1C(=O)c2cccc3c(N4CCOCC4)ccc(c23)C1=O)c1ccc(Cl)cc1	161%[activator]	245%[activator][59 µM]	74%[activator]	?	-3%	-6%	-4%	-4%	82%[activator]
COc1cc(C(=S)N2CCOCC2)ccc1OS(=O)(=O)c1ccccc1[N+](=O)[O-]	?	13µM*	?	0%	-4%	-19%	-9%	i	-6%
COc1cccc2cc(C(=O)NCc3ccccc3Br)c(=O)oc12	33%	·	-11%	5%	-1%	-9%	45%[activator]	3%	-6%
Cc1cccc(/C=N/NC(=O)c2ccc(Br)cc2)c1	23%	-5%[59 µM]	-9%	2%	1%	1%	20%	-1%	1%
CCN(CC)c1ccc(SS(=O)(=O)O)cc1	-22%&-31%	5µM*	56µM*	-1%&-5%	-4%&0%	36%&58%[activator]	?	-3%	?
Cc1ccc(Cn2nc(C)c(NC(=O)CSc3n[nH]c(C)c3[N+](=O)[O-])c2C)cc1	18%	-2%[59 µM]	-16%	12%	-5%	10%	18%	4%	10%
Cc1cccc(C)c1NC(=O)C1CCN(S(C)(=O)=O)CC1	48%[activator]	-3%	-11%	-1%	1%	-4%	-4%	-7%	0%
Cc1cccc(C(C(N)=O)c2ncc(C(F)(F)F)cc2Cl)c1 (stereo unspecified)	33%	2%	1%	0%	-2%	-2%	18%	-3%	-7%
O=C(O)CCCCCNCc1ccncc1	17%	-9%	-15%	-1%	-11%	-4%	23%	-4%	-1%
O=C(O)c1c(NC(=O)N(CCO)Cc2ccccc2)sc2c1CCCC2	27%	-27%	-10%	-2%	0%	1%	11%	-6%	-7%
COC(=O)c1c(NC(=S)Nc2ccc(F)cc2[N+](=O)[O-])sc2c1CCCCC2	-31%	35µM*	?	2%	-16%	-14%	149%[activator]	-7%	?
CCc1ccc2c(c1)C(NC(C)=O)C(=O)N2CCN1CCOCC1 (stereo unspecified)	-18%[57 µM]	28µM*	10µM*	?	-12%	5µM*	2.2µM*	?	13µM*
Cc1cc(=O)[nH]c(COc2ccccc2)n1	17%	4%[59 µM]	-9%	-5%	2%	-3%	6%	-9%	14%
c1ccc2c(NC3C4CC5CC(C4)CC3C5)nc(N3CCOCC3)nc2c1 (stereo unspecified)	36%[activator]	·	-3%	-4%	-14%	6%	61%[activator]	i	3%
C/C(=N\NC(N)=O)c1ccccc1	15%	-15%	-10%	2%	-4%	-4%	29%	-7%	-24%
Cc1cccc(C(=O)Oc2csc(=S)n2C(=O)c2cccc(C)c2)c1	-30%	1.6µM*	?	-9%	0%	?	?	-9%	?
CSc1ccccc1C(=O)C1CCCN(Cc2c(C)n(C)n(-c3ccccc3)c2=O)C1 (stereo unspecified)	9%	·	-17%	-5%	-11%	-6%	-24%	-6%	-1%
COC(=O)c1cc2oc3ccccc3c2n1CC(=O)Nc1ccc(C)cc1Cl	19%	1%[59 µM]	-16%	0%	-5%	-2%	1%	-4%	3%
COc1ccc(CCNC(=O)C2CCN(c3nn4c(=O)cc(C)nc4s3)CC2)cc1OC	13%	-5%[59 µM]	-18%	3%	-2%	1%	-1%	2%	11%
Cc1ccc(CNC(=O)c2nnc(Cc3ccc(Cl)cc3)o2)cc1	36%&2%	16%&1%[59 µM]	-4%&-1%	-9%&4%	-3%&-3%	0%&-3%	26%&27%	0%&0%	3%&3%
COc1ccc(C(=O)Oc2c(OC)cc(C(=S)N3CCOCC3)cc2OC)cc1OC	?	-9%[0.501 µM]	?	3%	2%	-13%	-9%	21%	-12%
COC(=O)Cc1c(C)c2ccc3c(c2oc1=O)CN(Cc1ccc(C)cc1)CO3	84%[activator]	4%[59 µM]	?	-3%	-2%	23%	23%	-1%	18%
COc1cc(S(=O)(=O)NCc2cccnc2)ccc1F	26%	-37%[59 µM]	-7%	-5%	-8%	-6%	18%	i	6%
Cc1ccc(-n2ncc(C(=O)NCCN3CCN(C)CC3)c2C2CCN(C(=O)OC(C)(C)C)CC2)c(C)c1	19%	-29%[59 µM]	-19%	-5%	2%	-8%	19%	5%	6%[57.1 µM]
Cc1nn(-c2ccccc2)c(C)c1/C=C/C(=O)OCC(=O)Nc1ccc(C(N)=O)cc1	39%[activator]	0%[12.7 µM]	-6%	21%	·	9%	?	4%	-6%
c1ccc(C2Nc3ccccc3C3OCCCC23)cc1 (stereo unspecified)	-11%	-14%	-32%	-9%	-15%	-18%	116%[activator]	6%	?
COCCCN(C(=O)c1cc2c(s1)CCCCC2)c1c(N)n(Cc2ccccc2)c(=O)[nH]c1=O	-8%	-30%	-14%	3%	·	2%	-12%	-6%	-28%
Cc1ccc(/C=N/N2CCN(Cc3ccccc3)CC2)o1	-2%	20µM*	-33%	-2%	1%	15%	1%	·	?
COc1cccc(CN(C(=O)COc2ccccc2[N+](=O)[O-])C2CCS(=O)(=O)C2)c1 (stereo unspecified)	16%	-5%	?	-7%	-6%	30%[activator]	-14%	5%	-35%[57.1 µM]
CCCOC1CCCN(C(=O)c2cc(COc3cncc(Cl)c3)on2)C1 (stereo unspecified)	46%[activator]	·	-10%	-2%	-13%	1%	55%[activator]	-9%	-2%
COC(=O)[C@]1(C)N[C@H](CN(C)C(=O)NC(C)C)[C@@H]2C(=O)N(Cc3ccccc3)C(=O)[C@@H]21	-2%	·	?	-2%	·	6%	-12%	-9%	·
COc1cc(C(=O)NNC(=O)CCOc2ccccc2C)cc(OC)c1OC	24%	·	-12%	5%	·	-1%	91%[activator]	-1%	·
Cc1ccc(Cc2cncc(O)c2)cc1S(=O)(=O)O	23%	-27%[12.7 µM]	-30%	-5%	-3%	0%	?	-3%	4%
COC(=O)CNC(c1ccccc1)c1cc(Br)ccc1NC(=O)c1ccc(Cl)cc1 (stereo unspecified)	49%[activator]	-20%[59 µM]	-7%	3%	-10%	0%	-17%	-9%	3%

Record cards, from the list above:
Cc1ccc(/C=N/N2CCN(Cc3ccccc3)CC2)o1 across the screens: HP1b chromo inh: -2%; G9a inh: 20µM*; JMJD2A Tudor inh: -33%; Pin1 inh: -2%; BLM inh: 1%; GLS inh: 15%; Pol iota inh: 1%; PGK inhibitor: ·; BAZ2B inh: ?
Cc1ccc(Cc2cncc(O)c2)cc1S(=O)(=O)O across the screens: HP1b chromo inh: 23%; G9a inh: -27%[12.7 µM]; JMJD2A Tudor inh: -30%; Pin1 inh: -5%; BLM inh: -3%; GLS inh: 0%; Pol iota inh: ?; PGK inhibitor: -3%; BAZ2B inh: 4%

The list continues:
SMILES	HP1b chromo inh	G9a inh	JMJD2A Tudor inh	Pin1 inh	BLM inh	GLS inh	Pol iota inh	PGK inhibitor	BAZ2B inh
O=C(NCCN1CCN(c2ccccc2)CC1)Nc1ccccc1Br	16%&3%	16%	-27%&-21%	?	2%&1%	-6%&23%	-11%&22%	-10%	-14%&-35%
Cc1ccc(NCc2ccccc2)cc1	-6%	?	?	1%	-3%	-10%	27%	-2%	?
NC1=NC(=O)C(CC(=O)NCc2ccccc2)S1 (stereo unspecified)	41%[activator]	13%	1%	-1%	-2%	10%	14%	-5%	·
CC(=O)c1cccc(NC(=O)C(C)OC(=O)C2CCC2)c1 (stereo unspecified)	8%	-9%[12.7 µM]	-8%	0%	-5%	-3%	-23%	-5%	3%
O=C1CS/C(=C/C(=O)c2cccc(Cl)c2)N1	35%	-29%	-11%	53%[activator]	1%	1%	?	3%	-16%
COc1ccc(C(=O)OCC(=O)NC(Cc2ccccc2)C(C)=O)cc1S(=O)(=O)N1CCCC1 (stereo unspecified)	8%	56µM*	-19%	-2%	·	7%	22%	12%	10%
Cc1ccc(S(=O)(=O)N(C)CC(=O)OCC(=O)N2CCCC2=O)cc1	26%	18%	4%	-4%	0%	-15%	189%[activator]	-1%	0%
Cc1ccccc1CN1CCC(Oc2ccc(C(=O)NCc3ccccn3)cc2)CC1	52%[activator]	5%	-27%	-6%	2%	0%	14%	-9%	-5%[57.1 µM]
COc1ccc(NC(=O)c2oc3ccccc3c2NC(=O)Cc2cccs2)c(OC)c1	68%[activator]	45%[activator][59 µM]	-14%	5%	-1%	4%	34%[activator]	i	-6%
COc1ccc(S(=O)(=O)NCCC(=O)NCc2ccccc2)cc1	46%[activator]	-6%	-15%	-1%	3%	-8%	-7%[58.9 µM]	i	0%
Cc1cc(C)n2nc(SCc3nnc(SCCCCl)o3)nc2n1	22%	45%[12.7 µM]	-20%	-1%	1%	-4%	3%	-7%	5%
N#C/C(=N\Nc1ccc(Cl)cc1)C(N)=S	-31%	·	?	-7%	-3%	18%	-4%	-3%	?
CN1CCN(C(=O)CSc2nc(-c3ccco3)cc(C(F)(F)F)n2)CC1	13%	0%	6%	4%	-8%	0%	7%	-4%	7%
CCCS(=O)(=O)N1CCC(n2c(C)nc3cccnc32)CC1	34%	5%[59 µM]	-17%	-2%	-1%	0%	8%	-1%	7%
CCC(C)Sc1cc(-c2nc3ccccn3c2NC2CCCCC2)ccc1OC (stereo unspecified)	4%	9%[2.33 µM]	79µM*	-4%	·	?	?	i	?
COc1ccc(NC(=O)CCCc2nnc3n(C(C)C)c(=O)c4sccc4n23)cc1Cl	73%[activator]	19%[59 µM]	4%	16%	8%	4%	18%	i	6%
CCc1ccc(S(=O)(=O)ON2C(=O)c3ccccc3C2=O)cc1	35µM*	?	50µM*	-2%	-6%	7%	103%[activator]	i	?
COc1cc(C)cc(OC)c1OCC(=O)Nc1cc(C)on1	27%	-4%[59 µM]	-4%	-3%	·	-2%	29%	-1%	-3%
CCOc1ccc(C(=O)Nc2ccc(N3CCN(C)CC3)cc2)cc1	16%	·	-16%	2%	-9%	26%	-12%	-6%	-7%

Source: PubChem (National Center for Advancing Translational Sciences (NCATS))
